MITF inh: MITF inhibitors, primary screen, biochemical, AlphaScreen, human; Microphthalmia-associated transcription factor (Homo sapiens), O75030; AlphaScreen MITF homodimerization, bead proximity signal; inhibition, % at 2.6 µM; 650,000 tested, 0.91% active; AID 1259374, 2018; in the data active = inhibition above about 50%;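 also: 0% = vehicle wells with protein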
FBW7 act: FBW7 E3 ligase activators, primary screen, biochemical, AlphaScreen, human. AlphaScreen FBW7–phospho-cyclin E peptide binding, activator screen. F-box/WD repeat-containing protein 7 (Homo sapiens), Q969H0. AID 1259310, 2017. 650,000 tested, 0.13% active. normalized activity (activation), % at 26.1 µM; in the data active = normalized activity above about 1.9%;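 also: purified mutant Fbw7 with reduced substrate affinity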
Target sequence (Q969H0 whole entry, looked up): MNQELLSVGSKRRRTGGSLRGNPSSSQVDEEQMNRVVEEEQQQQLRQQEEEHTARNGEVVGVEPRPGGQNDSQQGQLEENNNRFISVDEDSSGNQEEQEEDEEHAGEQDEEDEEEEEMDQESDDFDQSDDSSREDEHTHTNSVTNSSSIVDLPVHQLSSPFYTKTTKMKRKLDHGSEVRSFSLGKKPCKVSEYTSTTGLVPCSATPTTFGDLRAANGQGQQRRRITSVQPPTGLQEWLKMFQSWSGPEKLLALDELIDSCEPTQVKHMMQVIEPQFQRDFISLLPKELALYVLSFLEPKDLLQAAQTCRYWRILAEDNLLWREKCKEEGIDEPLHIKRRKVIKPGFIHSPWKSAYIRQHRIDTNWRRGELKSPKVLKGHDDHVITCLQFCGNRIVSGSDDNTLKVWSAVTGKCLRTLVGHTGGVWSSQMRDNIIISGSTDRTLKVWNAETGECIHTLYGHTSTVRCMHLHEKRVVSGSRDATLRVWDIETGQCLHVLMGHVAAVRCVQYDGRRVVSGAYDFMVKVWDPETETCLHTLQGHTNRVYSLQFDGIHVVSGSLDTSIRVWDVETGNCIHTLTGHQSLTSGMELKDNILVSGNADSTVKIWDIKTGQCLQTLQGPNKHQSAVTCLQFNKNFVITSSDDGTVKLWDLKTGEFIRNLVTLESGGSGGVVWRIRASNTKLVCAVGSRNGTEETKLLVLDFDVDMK
TEAD-YAP block: TEAD-YAP interaction inhibition, primary screen, TEAD-YAP interaction inhibitor project, luminescence, HEK-TIYL cells; TEAD-Gal4/YAP UAS-luciferase luminescence; inhibition, % at 9.12 µM; 640,000 tested, 1.4% active; in the data active = inhibition above about 32%;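 also: 0% = median of test compound wells and 100% = reference inhibitor wells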
GPR151 activ: activators of human GPR151, primary screen, cell-based, PathHunter beta-arrestin, luminescence; G-protein coupled receptor 151 (Homo sapiens), Q8TDV0; PathHunter beta-arrestin GPR151 cells; activation, % at 11.2 µM; 650,000 tested, 1% active; AID 1508602, 2020; in the data active = activation above about 4.9%;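 also: 0% = median of compound wells and 100% = cells with positive control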
* marks the source's active call; other numbers are inactive results. Compounds were not picked by outcome. Share with any hit: about 3.5%.

SMILES	MITF inh	GPR151 activ	FBW7 act	TEAD-YAP block
CCCn1c2ccccc2c2nnc(SCCNS(=O)(=O)c3ccccc3)nc21	6	-0.3	0.2	14
COC(=O)CN(C)C(=O)C1CC(Cc2cccc(F)c2)=NO1 (stereo not given)	4	-0.3	-0.1	-42
CNc1ccc(Cl)cc1C(=O)c1cc(OC)c(OC)c(OC)c1	15	-0.4	-0.1	54*
CCCSC1=C(C#N)C(c2ccc(O)c(OCC)c2)CC(=O)N1 (stereo not given)	-1	0.5	-0.1	2
COCCn1c(SCC(=O)NNC(=O)c2cc(Cl)ccc2OC)nc2ccccc21	-8	-1.0	0.1	-2
COc1ccc(OC)c(CNc2ncc(-c3ccc(Cl)cc3)n2C)c1	5	-0.2	-0.1	5
COCc1cc(C)c(C#N)c(=S)[nH]1	-7	0.1	0.0	-5
O=C(O)c1ccc(NCc2ccncc2)cc1	3	-1.2	0.0	-1
COc1ccc(-c2csc(=Nc3ccc(OC(F)(F)F)cc3)n2CCc2ccc(S(N)(=O)=O)cc2)cc1F	-1	0.7	-0.2	-3
C#CCOc1c(Br)cc(/C=N/O)cc1OCC	6	0.0	-0.1	12
CCOc1cc(S(=O)(=O)n2c([N+](=O)[O-])cnc2C)ccc1Br	5	-0.7	0.3	-8
Cc1cccc(NC2=NCC(=O)N2Cc2cccs2)c1	3	-0.2	0.0	0

Profiles, looked up by structure. Order of screens: MITF inh	GPR151 activ	FBW7 act	TEAD-YAP block
O=C(O)c1ccc(NCc2ccncc2)cc1 in the list: 3	-1.2	0.0	-1
COc1ccc(-c2csc(=Nc3ccc(OC(F)(F)F)cc3)n2CCc2ccc(S(N)(=O)=O)cc2)cc1F in the list: -1	0.7	-0.2	-3
COCc1cc(C)c(C#N)c(=S)[nH]1 in the list: -7	0.1	0.0	-5

Continued.
SMILES	MITF inh	GPR151 activ	FBW7 act	TEAD-YAP block
NC(=O)c1ccc(S(N)(=O)=O)o1	0	0.8	0.1	10
COC(=O)c1c(C)oc2ccc(OCC(=O)c3ccccc3)cc12	8	-1.6	0.8	2
CC(NC(=O)COC(=O)c1cc(I)ccc1O)C1CC2CCC1C2 (stereo not given)	-12	0.4	0.0	0
CCOC(=O)C1CCN(C(=O)C(C)n2nc(CC)n3c(cc4occc43)c2=O)CC1 (stereo not given)	9	0.5	-0.1	-1
CCOC(=O)C1CCN(C(=O)Nc2ccc(NC(=O)C3CCN(C(=O)OCC)CC3)cc2)CC1	4	0.8	6.1*	-3
O=C(Nc1ccn(C2CC(OC(=O)c3ccccc3)C(CO)O2)c(=O)n1)c1ccccc1 (stereo not given)	-1	-1.0	-0.1	4
Cc1ccc2sc(-c3ccc(NC(=O)COc4ccccc4)cc3)nc2c1	-6	0.6	0.2	-15
N#Cc1ccccc1NC(=O)c1ccc(F)cc1	6	0.3	-0.1	-5
CCOC(=O)c1ccc(CN(Cc2c(Cl)cccc2Cl)S(=O)(=O)c2ccc(Br)cc2)cc1	-11	0.3	0.0	5
CC(C)Oc1ccc(C2CC(=O)N(CN3CCOCC3)C2=O)cc1 (stereo not given)	-10	1.3	-0.1	-11
COc1cc2c(cc1OC)C(NNC1=CC(=O)CC(C)(C)C1)=NC(C)(C)C2	3	0.2	0.4	-26
Cc1ccccc1C(=O)OCCN(C)C(C)(C)C	-17	2.2	-0.1	1

Given as labelled records: part of the list above.
structure: N#Cc1ccccc1NC(=O)c1ccc(F)cc1
- MITF inh = 6
- GPR151 activ = 0.3
- FBW7 act = -0.1
- TEAD-YAP block = -5

structure: CCOC(=O)c1ccc(CN(Cc2c(Cl)cccc2Cl)S(=O)(=O)c2ccc(Br)cc2)cc1
- MITF inh = -11
- GPR151 activ = 0.3
- FBW7 act = 0.0
- TEAD-YAP block = 5

structure: CC(C)Oc1ccc(C2CC(=O)N(CN3CCOCC3)C2=O)cc1 (stereo not given)
- MITF inh = -10
- GPR151 activ = 1.3
- FBW7 act = -0.1
- TEAD-YAP block = -11

structure: COc1cc2c(cc1OC)C(NNC1=CC(=O)CC(C)(C)C1)=NC(C)(C)C2
- MITF inh = 3
- GPR151 activ = 0.2
- FBW7 act = 0.4
- TEAD-YAP block = -26

Later entries
SMILES	MITF inh	GPR151 activ	FBW7 act	TEAD-YAP block
O=C(NC1CC1)c1cc(F)cc2c1OCOC2	4	-0.5	-0.3	8
Cc1ccc(Nc2ccc(C#N)cc2[N+](=O)[O-])cc1	34	1.2	-1.0	-5
CCN(CC)CCNC(=O)C1CCCN(c2nc3ccccc3n2CC)C1 (stereo not given)	4	-0.3	-0.1	1
CCOC(=O)CSc1nc2cc(C(=O)Nc3cccc(Cl)c3)ccc2c(=O)n1C1CCCCC1	0	0.5	0.0	0
Cn1/c(=N/N=C/c2ccc(C#N)cc2)sc2ccccc21	7	-0.8	0.1	-16
N#CC1=C(N)N(c2ccccc2C#N)C2=C(C(=O)CCC2)C1c1ccsc1 (stereo not given)	4	1.3	-0.1	7
Cc1sc2ncn(CC(=O)N3CCCCCC3)c(=O)c2c1S(=O)(=O)N1CCCCC1	1	-1.5	0.1	-4
O=c1nc(SCc2cccc(Cl)c2)c2c([nH]1)CCCC2	-1	-0.5	-0.1	-5
Cc1ccccc1NC(=O)CCC(=O)OCC(=O)c1ccccc1	-6	-0.6	0.0	-2
COc1ccc(N2C(=O)C(N3C(=O)c4ccccc4C3=O)C2c2ccc(F)cc2)c(OC)c1 (stereo not given)	1	4.6	0.0	13
O=C(CNC(=O)C12CC3CC(CC(C3)C1)C2)N/N=C\c1c[nH]c2ccccc12	-5	1.2	-0.1	3
CCOC(=O)c1c(NC(=O)CSc2nnc(C)c(C)n2)sc2c1CCCC2	-6	0.2	-0.1	-8
COc1cccc(C2CC(c3ccc(Br)cc3)=NN2C(=O)c2ccc(Br)o2)c1OC (stereo not given)	-10	-0.9	0.2	5
O=c1[nH]cc(NCCO)c(=O)[nH]1	0	0.4	-0.1	1
COc1ccc(C)cc1Nc1nc2ccccc2n2nnnc12	10	-0.7	0.4	-17
NC1CCC(C(=O)Nc2cccc3c(=O)[nH]cnc23)CC1 (stereo not given)	37	0.3	0.3	-3
CCc1nc2sc(C(c3cccc(C)c3)N3CCOCC3)c(O)n2n1 (stereo not given)	-3	-0.3	-0.1	0
CCOc1ccc(/C=N/Nc2cc(-c3ccccc3)nc(C)n2)c(O)c1	10	-1.4	-0.3	2
Cc1ccc(-c2ccccc2NC(=O)CCl)o1	7	0.7	0.7	13
CC(C)(C)c1ccc(OCC(=O)NCCN2CCCC2)cc1	-7	0.0	-0.1	-1
O=C(NCc1ccc(Cl)cc1)c1ccc2c(=O)n(-c3ccccc3)c(=S)[nH]c2c1	-9	-0.3	-0.1	-8
CC/C(=N\OC)c1ccccc1Oc1nc(OC)cc(OC)n1	11	0.0	0.0	0
COC(=O)c1sccc1NC(=O)/C=C/c1ccc(C)o1	14	-0.9	0.1	-31
O=C(OCC(=O)c1c[nH]c2ccccc12)c1ccc(Br)cc1	-8	0.1	0.1	1
CCOc1ccc(C(=O)O)cc1/C=C1\C(=O)NC(=O)N(c2ccccc2Cl)C1=O	8	-0.5	-0.1	-1
CCOC(=O)N1CCC(N2CCN(CC3CCCCC3)C(CCO)C2)CC1 (stereo not given)	-12	-0.2	0.0	-1
COc1cc2nc(CN3CCC(Oc4cccnc4)CC3)nc(N)c2cc1OC	44	-0.3	-0.1	-7
COc1ccc(OC)c(C2C(C#N)=C(N)Oc3nc(C)[nH]c(=O)c32)c1 (stereo not given)	-2	-1.2	0.2	-4
O=C(Nc1ccc(Cl)cc1Cl)c1cc(S(=O)(=O)N2CCC3(CC2)OCCO3)ccc1F	6	-1.0	-0.1	-1
COc1ccc(C(=O)NCCc2ccc(C)cc2)cc1OC1CCN(C(C)=O)CC1	4	-0.5	0.0	12
O=C1c2ccccc2C(=O)c2c(O)ccc3cccc1c23	-8	0.3	-0.1	-7
COC(=O)/C(=C/c1ccc(OC)cc1)NC(=O)c1cccc(Br)c1	3	0.4	0.0	2
COc1ccccc1Nc1nc(N)nc(CSc2nnc(-c3ccncc3)o2)n1	3	0.0	-0.1	-9
O=C(NC1CC1)c1ccc(-c2nc(NCc3nc4ccccc4[nH]3)c3ncn(-c4ccsc4)c3n2)cc1	7	2.8	-0.1	87*
CC1CCCC(NC(=O)C2N(CCCN3CCCC3)C(=O)C3C(C(=O)Nc4ccc(Cl)cc4)C4C=CC32O4)C1C (stereo not given)	-1	-2.1	0.0	-9
COc1ccccc1CN1CCc2nnc(C(NC(=O)C3CCOC3)C(C)C)n2CC1 (stereo not given)	-4	-1.2	0.0	-4

Quoted from the listing:
MITF inh with `COc1ccccc1Nc1nc(N)nc(CSc2nnc(-c3ccncc3)o2)n1` reads 3
GPR151 activ with `CCOc1ccc(C(=O)O)cc1/C=C1\C(=O)NC(=O)N(c2ccccc2Cl)C1=O` reads -0.5

(more compounds)
SMILES	MITF inh	GPR151 activ	FBW7 act	TEAD-YAP block
O=S(=O)(NCCN1CCOCC1)c1ccc(-c2ccc(S(=O)(=O)NCCN3CCOCC3)cc2)cc1	-5	-0.5	-0.3	-6
O=C(Nc1ccc(Cl)c(-c2nc3ccccc3o2)c1)c1ccc(F)cc1	-7	-0.3	0.1	-14
CC(C)CNc1c([N+](=O)[O-])c(=O)oc2ccccc12	4	0.6	0.1	2
O=C(O)CN(c1ccccc1)C1SC(=O)N(c2ccccc2)C1=O (stereo not given)	-5	-0.5	-0.3	-33
COc1cc(OC)c(C=C2C(=O)NC(=O)NC2=O)cc1Br	-9	-1.1	-0.3	11
NC(=O)C1CCN(CC(=O)Nc2ccc(S(N)(=O)=O)cc2)CC1	12	-0.2	0.1	2
CC(=O)N1CCC(N(CCCN2CCOCC2)C(=S)Nc2cc(C)cc(C)c2)CC1	-5	1.1	-0.1	-2
Cc1ccc(CC(=O)Nc2ccc(S(=O)(=O)NC(C)(C)C)cc2)cc1	12	-0.9	-0.1	-7
COc1ccccc1Oc1coc2cc(OS(C)(=O)=O)ccc2c1=O	16	-0.2	-0.2	-5
CC(=O)c1ccc(N2CCN(CC(=O)Nc3ccccc3Oc3ccccc3)CC2)cc1	12	0.1	-0.1	-7
CC1(C)C(=O)NCCN1C(=O)c1cc2ccccc2oc1=O	-5	-0.5	-0.2	7
CCCCc1nc2cc(NC(C)=O)c(C)nc2n1Cc1ccccc1OC	5	-0.3	0.1	-5
Cc1cccc(-n2c(N)cc(=O)nc2SCC(=O)Nc2ccccc2C#N)c1	-2	0.2	-0.1	3
CCOC(=O)c1c(NC(=O)C(=O)NC2CC2)sc2c1CCCC2	11	1.6	0.7	6
O=C(/C=C/c1ccccc1)n1c(-c2ccccc2)cc2ccccc21	16	-0.2	0.3	-4
O=C(COC(=O)c1cc([N+](=O)[O-])ccc1NCCO)c1ccc(Cl)cc1	-4	-0.9	-0.1	2
CCOC(=O)Oc1ccc2c(=O)c(Oc3ccc(OC)cc3)coc2c1	17	-0.8	0.0	0
COc1ccc(C2=NN(S(C)(=O)=O)C(c3c(F)cccc3Cl)C2)cc1OC (stereo not given)	24	-1.1	1.1	-10
CC1CCN(S(=O)(=O)N2CCN(c3ccccc3F)CC2)CC1	15	-0.3	0.3	2
O=C1NC2(CCCc3sccc32)C(=O)N1CCCCN1C(=O)c2ccccc2C1=O (stereo not given)	-12	0.0	-0.1	0
Cc1cc2nc(-c3cccc(N)c3)oc2cc1C	13	-10	-0.3	35*
CCNCCNc1ccc([N+](=O)[O-])cc1Cl	1	0.2	0.1	-9
COc1ccc(NC(=O)C2C3C=CC4(O3)C2C(=O)N(CCCN2CCCC(C)C2)C4C(=O)NC2CCCCC2)cc1 (stereo not given)	-8	1.7	0.0	-8
NC(=O)c1ccc(NC(=O)c2c(Cl)cccc2Cl)cc1	9	0.0	0.0	4
CC(NC(=O)/C=C/c1ccc(Cl)cc1)c1ccccc1 (stereo not given)	7	0.1	0.2	2
C=C(C)CN1C(=O)NC(CC)(C2CCN(C(=O)Cc3c(F)cccc3F)CC2)C1=O (stereo not given)	6	-0.6	0.3	9
Cc1ccc(NC(=O)Cn2nnc(-c3ccccc3NS(=O)(=O)c3ccccc3)n2)cc1	1	0.9	-0.2	22

Screening data from PubChem.
